Bioassay records as filed in PubChem.
NCI-60 one-dose screen, 48 h, at 10 µM unless noted. Numbers give growth in % (100 = growth as untreated, 0 = no growth, -100 = all killed).
M14: M14 melanoma | 80,000 tested, 6.2% active
SK-MEL-2: SK-MEL-2 melanoma; AID 1794763; 77,000 tested, 4.7% active
MALME-3M: MALME-3M melanoma; 78,000 tested, 5.8% active
SK-MEL-5: SK-MEL-5 melanoma; 80,000 tested, 6.4% active
A549/ATCC: A549/ATCC NSCLC; 81,000 tested, 3.7% active; AID 1794740
EKVX: EKVX NSCLC | 71,000 tested, 3% active
UACC-62: UACC-62 melanoma | 81,000 tested, 5.4% active
UACC-257: UACC-257 melanoma; 78,000 tested, 4.4% active
Starred values were filed as active, the others as inactive; . = no result given. Rule for the calls: active = growth percent below 10; inactive = the rest.

SMILES | M14 | SK-MEL-2 | MALME-3M | SK-MEL-5 | A549/ATCC | EKVX | UACC-62 | UACC-257
Cc1cc2ccccc2c[n+]1CCc1ccccc1 | 82 | 74 | 68 | 77 | 48 | 68 | 91 | .
CCOC(=O)c1c(Nc2ccc(S(=O)(=O)N=C(N)N)cc2)nnc(-c2ccccc2)c1-c1ccccc1 | 102 | 108 | . | 100 | 105 | 107 | 57 | 90
COc1ccc2c(C)cc(=O)sc2c1 | 110 | 100 | 114 | 99 | 100 | . | 104 | 110
CCCCCc1ccc(C)cc1OC(=O)CC | 103 | 108 | 94 | 103 | 104 | 105 | 105 | 106
O=c1cc(-c2ccccc2)[nH]c2c1CCCC2 | 8.2* | . | 32 | 7.3* | 37 | 43 | 35 | 47
O=S(=O)(O)c1ccc(N=Nc2ccc(N=Nc3c(S(=O)(=O)O)cc4cc(S(=O)(=O)O)cc(O)c4c3O)cc2)cc1 | 103 | 106 | 108 | 104 | 94 | 107 | 98 | 94
CC1(C)CC(=O)C(Cc2cn(Cc3ccccn3)nn2)(Cc2cn(Cc3ccccn3)nn2)C(=O)C1 | 100 | 105 | 105 | 102 | 96 | 103 | 102 | 99
O=C(Nc1ccccc1Cl)c1ccc(C(=O)Nc2ccccc2Cl)cc1 | 104 | 102 | 100 | 99 | 101 | 98 | 106 | 102
COc1cc(CNC(=O)/C=C/C=C/c2ccc3c(c2)OCO3)ccc1OCc1cn(-c2cccc(C(F)(F)F)c2)nn1 | 108 | 102 | 96 | 92 | 92 | 94 | 96 | 95
CCOC(=O)c1c(N)nn(C)c1Nc1ccccc1 | 100 | 116 | 118 | 100 | 100 | . | 97 | 101
O=C(Oc1ccccc1)C(Br)C(Br)c1ccccc1 (stereo unspecified) | 102 | 95 | . | 106 | 92 | 136 | 101 | 94
CN1C(C)(C)CC(O)(C(=O)O)CC1(C)C | 100 | 109 | 97 | 98 | 92 | . | 102 | .
CC(C)=CCCC(C)C1=C(O)C(=O)C(C)=CC1=O (stereo unspecified) | 107 | 93 | 69 | 89 | 110 | 122 | 103 | 120
CNC(=O)c1cc(-c2ccc(NS(=O)(=O)c3ccc(C)cc3)cc2)nc2cccnc12 | . | 102 | 101 | 103 | 104 | 96 | 90 | 105
O=C(CSc1nc2ccccc2[nH]1)c1ccc(-n2ccnc2)cc1 | 106 | 100 | 102 | 104 | 112 | 97 | 100 | 119
COc1ccc([N+](=O)[O-])cc1C(F)(F)F | 98 | 108 | 108 | 108 | 113 | 107 | 104 | 113
CCCCCCN1C(=O)/C(=c2\sc3n(c2=O)C2C(NN=3)N(CC)C(=O)N2CC)c2ccccc21 (stereo unspecified) | 20 | 50 | 7.0* | 27 | -48* | 65 | 31 | 39
CC(=O)OC1CCC(C2CCCCC2)CC1 (stereo unspecified) | . | 103 | 88 | 113 | 109 | 93 | 100 | 99
Oc1cccc(-c2nn(-c3ccccc3)cc2-c2ccnc(N3CCOCC3)c2)c1 | 93 | 89 | 80 | 57 | 85 | 71 | 79 | 109
CS(C)(O)NC(N)=O | 99 | 110 | 91 | 111 | 99 | 93 | . | 97
COc1ccc(C(=O)c2c(N)c(C#N)cn2Cc2ccc(Cl)cc2Cl)cc1 | 91 | 95 | 94 | 97 | 91 | 81 | 87 | 98
COc1cc(CNC(=O)/C=C/C=C/c2ccc3c(c2)OCO3)ccc1OCc1cn(-c2ccc(Cl)cc2)nn1 | 73 | 98 | 82 | 74 | 72 | 85 | 62 | 68
COC(=O)[C@]1(C)CCC[C@]2(C)[C@H]3C[C@H]4C(C(C)C)=C[C@]3(CC[C@H]21)[C@@H]1C(=O)/C(=C/c2cccc(OC)c2)C[C@H](O)[C@@H]14 | 100 | 99 | 98 | 93 | 79 | 77 | 79 | 90
CC/C=C\C[C@H](O)C/C=C1/C(=O)C=C[C@@H]1C/C=C\CCCC(=O)N(C)C | 5.9* | 29 | 8.3* | -89* | -36* | 23 | -32* | -9.8*
COc1cc(N)c2ncccc2c1SC | 104 | . | . | 107 | 100 | 86 | 110 | 98
O=C1/C=C/[C@@H](O)[C@@H]2C[C@@H](O)C[C@H]2/C=C/CCC[C@H](CCOCc2ccccc2)O1 | 9.2* | -24* | -25* | -88* | 15 | 1.3* | 6.3* | 20
O=C(c1cc(-c2ccc(Cl)cc2)nc2ccccc12)N1N=C(c2ccc(Cl)cc2)CC1c1cc(-c2ccccc2)nn1-c1ccccc1 (stereo unspecified) | 67 | 85 | 97 | 80 | 75 | 84 | 78 | 86
CC(C)OC(=O)c1cccnc1 | 112 | 97 | 108 | 107 | 92 | 114 | 93 | 76
COc1cc2nc(NC3CCC3)nc(NC3CCN(C(C)C)CC3)c2cc1OC | -66* | 91 | -4.4* | 14 | 4.7* | 83 | 84 | -60*
Cc1cc2c(c(C)c1Cl)C(=O)/C(=C/c1ccccc1Cl)O2 | 104 | 111 | 92 | 101 | 107 | 93 | 92 | 108
CCOc1ccc(/C=C2\N=C(C)N(CCc3ccc(S(N)(=O)=O)cc3)C2=O)cc1 | 106 | 112 | 97 | 98 | 112 | 96 | 93 | 110
C/C(=N\Nc1ccc(S(N)(=O)=O)cc1)c1cc2ccccc2oc1=O | 95 | 104 | 109 | 96 | 107 | 80 | 85 | 119
COc1cc(C2CC(c3ccc(Cl)cc3)=NN2C=O)ccc1Oc1nc2c(c(=O)n(C)c(=O)n2C)n1C (stereo unspecified) | 105 | 111 | 98 | 77 | 78 | 88 | 85 | 74
CC1(C)CC(=O)c2c(nn(-c3ccccc3)c2-c2cn(-c3ccccc3)nc2-c2ccc(Cl)cc2)C1 | 91 | 95 | 94 | 106 | 84 | 91 | 75 | 96
COC(=O)c1nnn(-c2ccc(Cl)cc2C)c1N | 88 | 113 | 86 | 94 | 86 | 53 | 68 | 95
CCCCCC(=O)OC1CCCCC1C(C)C (stereo unspecified) | 107 | 118 | 107 | 100 | 96 | 102 | 102 | .
Cc1nc(C(=O)O)c(C(=O)O)[nH]1 | 106 | 104 | 86 | 110 | 106 | 101 | 101 | 104
NC(=S)N/N=C1\c2cc(Cl)ccc2-c2c1cc(Cl)cc2[N+](=O)[O-] | 62 | 68 | 75 | 36 | 53 | 48 | 52 | 95
CC(CCN1CCN(CCC(C)CC(C)(C)C)C1CC(C)CC(C)(C)C)CC(C)(C)C (stereo unspecified) | 100 | . | 99 | 108 | 96 | 83 | 103 | 107
CCOC(=O)C1=C(C)NC(SCc2cc(=O)oc3ccc4ccccc4c23)=N[C@@H]1c1cccc2ccccc12 | 91 | 91 | 104 | 96 | 89 | 111 | 76 | 95

Ordered by length of the SMILES (rising): some entries from above.
SMILES | M14 | SK-MEL-2 | MALME-3M | SK-MEL-5 | A549/ATCC | EKVX | UACC-62 | UACC-257
CS(C)(O)NC(N)=O | 99 | 110 | 91 | 111 | 99 | 93 | . | 97
CC(C)OC(=O)c1cccnc1 | 112 | 97 | 108 | 107 | 92 | 114 | 93 | 76
COc1cc(N)c2ncccc2c1SC | 104 | . | . | 107 | 100 | 86 | 110 | 98
COc1ccc2c(C)cc(=O)sc2c1 | 110 | 100 | 114 | 99 | 100 | . | 104 | 110
CCCCCc1ccc(C)cc1OC(=O)CC | 103 | 108 | 94 | 103 | 104 | 105 | 105 | 106
CC(=O)OC1CCC(C2CCCCC2)CC1 (stereo unspecified) | . | 103 | 88 | 113 | 109 | 93 | 100 | 99
Cc1nc(C(=O)O)c(C(=O)O)[nH]1 | 106 | 104 | 86 | 110 | 106 | 101 | 101 | 104
Cc1cc2ccccc2c[n+]1CCc1ccccc1 | 82 | 74 | 68 | 77 | 48 | 68 | 91 | .
CCOC(=O)c1c(N)nn(C)c1Nc1ccccc1 | 100 | 116 | 118 | 100 | 100 | . | 97 | 101
COc1ccc([N+](=O)[O-])cc1C(F)(F)F | 98 | 108 | 108 | 108 | 113 | 107 | 104 | 113
COc1cc2nc(NC3CCC3)nc(NC3CCN(C(C)C)CC3)c2cc1OC | -66* | 91 | -4.4* | 14 | 4.7* | 83 | 84 | -60*
COc1ccc(C(=O)c2c(N)c(C#N)cn2Cc2ccc(Cl)cc2Cl)cc1 | 91 | 95 | 94 | 97 | 91 | 81 | 87 | 98
CCOc1ccc(/C=C2\N=C(C)N(CCc3ccc(S(N)(=O)=O)cc3)C2=O)cc1 | 106 | 112 | 97 | 98 | 112 | 96 | 93 | 110
CC1(C)CC(=O)c2c(nn(-c3ccccc3)c2-c2cn(-c3ccccc3)nc2-c2ccc(Cl)cc2)C1 | 91 | 95 | 94 | 106 | 84 | 91 | 75 | 96
COc1cc(CNC(=O)/C=C/C=C/c2ccc3c(c2)OCO3)ccc1OCc1cn(-c2cccc(C(F)(F)F)c2)nn1 | 108 | 102 | 96 | 92 | 92 | 94 | 96 | 95
O=S(=O)(O)c1ccc(N=Nc2ccc(N=Nc3c(S(=O)(=O)O)cc4cc(S(=O)(=O)O)cc(O)c4c3O)cc2)cc1 | 103 | 106 | 108 | 104 | 94 | 107 | 98 | 94
O=C(c1cc(-c2ccc(Cl)cc2)nc2ccccc12)N1N=C(c2ccc(Cl)cc2)CC1c1cc(-c2ccccc2)nn1-c1ccccc1 (stereo unspecified) | 67 | 85 | 97 | 80 | 75 | 84 | 78 | 86
COC(=O)[C@]1(C)CCC[C@]2(C)[C@H]3C[C@H]4C(C(C)C)=C[C@]3(CC[C@H]21)[C@@H]1C(=O)/C(=C/c2cccc(OC)c2)C[C@H](O)[C@@H]14 | 100 | 99 | 98 | 93 | 79 | 77 | 79 | 90

Going on with the list.
SMILES | M14 | SK-MEL-2 | MALME-3M | SK-MEL-5 | A549/ATCC | EKVX | UACC-62 | UACC-257
O=S(=O)(NCCCNc1nccc(-c2c(-c3ccc(F)cc3)nc3sccn23)n1)c1ccc(O)cc1 | 52 | . | 47 | 57 | 46 | . | 61 | 64
O=C(/C=C/c1ccc[nH]1)c1ccc(-n2ccc(C(F)(F)F)n2)c(F)c1 | 94 | 108 | 85 | 98 | 87 | 80 | 85 | 100
COc1cc(-c2nc3sccn3c2-c2ccnc(S(C)(=O)=O)n2)ccc1F | 98 | 96 | 4.8* | 96 | 94 | 87 | 81 | 96
CCCNC(=O)c1ccc(Cl)cc1Cl | 111 | 103 | 126 | 113 | 109 | 114 | 95 | 130
CCOC(=O)C(CC(c1ccccc1)N1CCOCC1)[N+](=O)[O-] (stereo unspecified) | 99 | 97 | 87 | 100 | 95 | . | 82 | 99
Cc1ccc(S(=O)(=O)OC2C(COCC(=O)O)OC3OC(C)(C)OC32)cc1 (stereo unspecified) | 110 | 96 | 141 | 110 | 105 | 160 | 97 | 118
O=C(N/N=C\c1ccc([N+](=O)[O-])cc1)c1ccc2nc(-c3ccc([N+](=O)[O-])cc3)[nH]c2c1 | 91 | 112 | 64 | 95 | 108 | 106 | 95 | 111
CN1C(=O)N(C)C2Nn3c(s/c(=C\c4ccc(F)cc4)c3=O)=NC21 (stereo unspecified) | 96 | 93 | 119 | 122 | 99 | 107 | 100 | 92
COc1ccc(/C=C2\N=C3N(N/C(=N\N)N3c3ccccc3)C2=O)cc1 | 102 | 107 | 106 | 99 | 109 | 92 | 92 | 109
O=C(O)CN1C(=O)C(=Cc2cn(CC(=O)O)c3ccccc23)C(=O)N(CC(=O)O)C1=O | 96 | 95 | 101 | 116 | 85 | 91 | 96 | 112
CCCCCCOc1ccc(N=[N+]([O-])c2ccc(OCCCCCC)cc2)cc1 | 113 | 94 | 99 | 104 | 104 | . | 106 | 99
O=c1oc2ccc3ccccc3c2cc1-c1ccnc2ncnn12 | 99 | 98 | 86 | 103 | 109 | 99 | 92 | 110
CC(=O)c1ccc(N2CN(c3ccc(O)cc3)CC3=C2CC(C)(C)CC3=O)cc1 | 110 | . | 93 | 95 | 94 | 101 | 94 | 106
COc1ccc(NS(=O)(=O)/N=C2\NC(=O)NC2=C(Cl)Cl)cc1 | 96 | 89 | 102 | . | 101 | 96 | 96 | 101
Cc1ccc(S(=O)(=O)c2ccc3[nH]c(=O)[nH]c(=O)c3c2)cc1 | 101 | 100 | 119 | 103 | 81 | 122 | 93 | 91
O=C(N/N=C/c1ccnc2ccccc12)c1cc(O)c(O)c(O)c1 | 105 | . | 100 | 99 | 97 | . | 101 | 100
NNC(=O)Nc1ccccc1 | 107 | 106 | 100 | 101 | 113 | 96 | 94 | 108
Cc1ccc2nc(Sc3cnc(N)s3)n(Cc3ccccc3)c(=O)c2c1 | 100 | 112 | 88 | 91 | 111 | 74 | 88 | 116
N#CCc1csc(Cc2ccccc2)n1 | 101 | 101 | 101 | 102 | 95 | 105 | 103 | 94
CCN(CC)CCNc1ccc(Cl)cc1Cl | 102 | 108 | 106 | 103 | 107 | 113 | 112 | 95
Nc1ccc2[nH]c(=S)[nH]c2c1 | 109 | 97 | 104 | 101 | 101 | 106 | 104 | 100
CCCCCCC1=C(Br)C(=O)c2nc(C)ccc2C1=O | 102 | 106 | 102 | 95 | 102 | 102 | 82 | 91

Looked up one by one from the list above, 2 records:
SMILES | M14 | SK-MEL-2 | MALME-3M | SK-MEL-5 | A549/ATCC | EKVX | UACC-62 | UACC-257
COc1ccc(/C=C2\N=C3N(N/C(=N\N)N3c3ccccc3)C2=O)cc1 | 102 | 107 | 106 | 99 | 109 | 92 | 92 | 109
CCOC(=O)C(CC(c1ccccc1)N1CCOCC1)[N+](=O)[O-] (stereo unspecified) | 99 | 97 | 87 | 100 | 95 | . | 82 | 99
